Bioassay records from PubChem.
DNA FID counter – fluorescent intercalator displacement, NS3 helicase counter-screen. DNA fluorescent intercalator displacement, fluorescence. inhibition, % at 7.9 µM. 290,000 compounds, 0.17% hits; in the data active = inhibition above about 37%;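 note: 0% = vehicle and 100% = reference compound; higher means more ethidium bromide displaced from hairpin DNA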
IDE act – boosts human insulin-degrading enzyme activity in HEK cells. P14735. FAbeta-B cleavage, fluorescence polarization; 0% vehicle, 100% cell-free pure enzyme wells. activation, % at 5.96 µM. 340,000 compounds, 0.073% hits;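 active = activation above the mean of all tested compounds plus 3 SD, set per screening campaign, cut at about 17% in these data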
M18AAP inhibitor – blocks P. falciparum M18 aspartyl aminopeptidase | recombinant PfM18AAP, H-Glu-NHMec fluorogenic cleavage | inhibition, % at 7.35 µM | 290,000 compounds, 1.2% hits;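 active = inhibition above the campaign mean inhibition over all tested compounds plus 3 SD, cut at about 28% in these data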;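 note: 0% = plate median of test compound wells and 100% = 2 mM ZnCl2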
UBC9 SUMO inh – inhibitors of human SUMOylation (UBC9); P63279; HTRF SUMOylation assay, SAE1/SAE2 + UBC9, in vitro; inhibition, % at 35 µM; 290,000 compounds, 0.36% hits; AID 2006; in the data active = inhibition above about 50%, passing the limit was not always enough; note: strong numbers were not always called active
Target sequence (P63279 whole entry, looked up): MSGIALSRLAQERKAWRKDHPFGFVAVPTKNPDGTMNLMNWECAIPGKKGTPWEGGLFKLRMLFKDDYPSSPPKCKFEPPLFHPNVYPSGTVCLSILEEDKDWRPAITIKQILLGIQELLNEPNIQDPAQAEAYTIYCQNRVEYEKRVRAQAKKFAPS
IMP-1 inh – inhibitors of Pseudomonas aeruginosa IMP-1 metallo-beta-lactamase | purified IMP-1, nitrocefin hydrolysis, epi-absorbance fluorescence | inhibition, % at 5.6 µM | 290,000 compounds, 0.45% hits | AID 1556;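 active = inhibition above the mean plus 3 SD of all compounds in the same screening run, cut at about 4.5% in these data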;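 note: 0% = IMP-1 with DMSO and 100% = DMSO wells lacking enzyme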
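System: purified recombinant IMP-1 beta-lactamase. Medium: Zinc- and detergent-supplemented HEPES buffer, pH 7.1. Compound: one 5.6 µM dose […]. Schedule: 15 min preincubation plus 25 min reaction at 25 °C. Technique: Epi-absorbance fluorescence, 480 nm excitation, 530 nm emission.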
HCV NS3 hel inh – HCV NS3 helicase inhibition | NS3 helicase DNA unwinding, Cy5 molecular beacon fluorescence | inhibition, % at 10.9 µM | 290,000 compounds, 0.56% hits;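 active = inhibition above the mean of all tested compounds plus 3 SD, set per campaign, cut at about 35% in these data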;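 note: 0% = DMSO wells and 100% = thioflavine S control wells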
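Measured by: Cy5 fluorescence, 0 and 60 min reads / Assay system: NS3 helicase fragment of HCV / Control set: low DMSO, high thioflavine S at 110 µM / Times: 1 h reaction at 25 °C, ATP-initiated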
p-CIP stab down – compounds decreasing mouse p/CIP protein stability; Q05BA5; F442A p/CIP-EGFP cells, EGFP fluorescence, 16 h; decrease of EGFP signal, % at 10 µM; 290,000 compounds, 0.01% hits;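 active = EGFP signal decrease of at least 30% at 10 µM or well 3 SD below plate mean, unless failing retest; inactive = the rest, including hits failing retest or dose response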; note: some compounds called inactive have numbers as strong as hits; many of its hits are not listed in these tables
IDE inh – inhibitors of human insulin-degrading enzyme in cells; HEK cells, FAbetaB cleavage, fluorescence polarization; P14735; AID 434962; 320,000 compounds, 0.41% hits; inhibition, % at 5.59 µM;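 active = percent inhibition above the average of all tested compounds plus 3 SD, set per screening campaign, cut at about 16% in these data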;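 note: IDE supplied by intact live HEK cells; FP after avidin binding of uncleaved biotin substrate so inhibition keeps polarization high; 0% = DMSO wells and 100% = 60 µM reference IDE inhibitor Ii1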
VIM-2 inhibitor – inhibitors of Pseudomonas aeruginosa VIM-2 metallo-beta-lactamase. 290,000 compounds, 0.89% hits. inhibition, % at 5.6 µM. purified VIM-2, nitrocefin hydrolysis, epi-absorbance fluorescence;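 active = inhibition above the mean of all tested compounds plus 3 SD, cutoff set per screening run, cut at about 7.5% in these data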;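 note: red hydrolysis product quenches plate fluorescence so inhibitors raise well fluorescence; 0% = enzyme with DMSO and 100% = DMSO without enzyme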
Numbers without * were called inactive; / = no result given.

The line under a structure holds: DNA FID counter, IDE act, M18AAP inhibitor, UBC9 SUMO inh, IMP-1 inh, HCV NS3 hel inh, p-CIP stab down, IDE inh, VIM-2 inhibitor
O=C(Cn1c(=O)c2cccn2c2ccc(F)cc21)N1CCN(c2ccc(F)cc2)CC1
  -38, 4, 0, 6, -2.8, -1, -10, 5, -5.5
CCOC(=O)C1CCCN(C(=O)CCc2nnc(-c3ccc(C(C)=O)s3)o2)C1 (stereo unspecified)
  -20, 1, 5, 15, -3.5, -5, -10, 0, -2.3
CCOC(=O)C(=O)NCC(c1cccs1)S(=O)(=O)c1ccc(Cl)cc1 (stereo unspecified)
  -24, 6, -6, -3, -0.3, 17, -2, 7, 0.4
O=c1oc(-c2cccs2)nc2sc3c(c12)CCCCC3
  -4, 1, 5, 25, -3.0, 2, -104, 1, -3.0
CN(CC(=O)NCc1ccncc1)S(=O)(=O)c1ccc(F)cc1
  0, 0, -8, 0, -4.0, 5, 3, 4, -2.5
COCCNC(=O)C(c1ccncc1)N(C(=O)Cn1nnc2ccccc21)c1ccc(OC)cc1 (stereo unspecified)
  -16, 4, -6, 3, -2.7, 6, -5, -2, -1.6
COc1ccc(-c2nc(C(N)=O)c3[nH]c(=O)n(-c4cccc(C)c4)c3n2)c(OC)c1
  -5, 4, -2, -6, -3.4, 1, 3, -1, -3.5
O=C1C=C(c2ccccc2)CC(/C=C/c2ccccc2)C1 (stereo unspecified)
  -7, 3, 6, -26, -1.4, 9, 1, -3, -6.5
Cc1ccc(-c2nc3cccnc3s2)cc1NS(C)(=O)=O
  -7, 2, 5, 25, -1.6, -4, -2, 7, -2.2
Fc1ccccc1N1CCN(C2CCN(Cc3c[nH]c4ccccc34)CC2)CC1
  /, 1, /, 11, /, /, -10, 1, /
CC(=O)NC(CCS(C)(=O)=O)C(=O)Nc1cccc(Cl)c1Cl (stereo unspecified)
  2, 6, -5, 9, -1.5, -5, -13, 0, -0.2
C(=C\c1ccccc1)/CSc1ccccn1
  8, 5, -1, 16, -2.8, 9, -2, 7, -1.3
CCOC(=O)c1ccc(NC(=S)NC2CCCC2)cc1
  -3, 4, 3, -4, -3.8, -1, 6, -1, -1.8
Cc1ccc(C(=O)N2CCC(C)CC2)cc1S(=O)(=O)N1CCCCC1
  -35, 1, -2, 3, -2.6, -2, 11, 3, -0.4
C=CCNc1nc(-c2ccccc2)nc(-n2ccnc2)n1
  -8, 2, 2, 20, -1.8, -2, -10, -2, -2.3
CCOC(=O)C1CCCN(S(=O)(=O)c2c(C)[nH]c(C)c2C(=O)N2CCCC2)C1 (stereo unspecified)
  -12, 0, -2, 19, -1.7, 1, 0, 0, -1.4
CCCOC(=O)C1C2C=CC(C2)C1C(=O)OCC(=O)c1ccccc1 (stereo unspecified)
  -24, 11, 9, 4, 0.1, 0, -2, -1, -2.5
COc1ccccc1NC(=O)COc1ccccc1
  -5, 2, 7, 14, -2.4, 2, -6, 3, 0.7
O=C(CN1C(=O)NC2(CCCCC2)C1=O)N1CCc2ccccc2C1
  -8, 4, -9, 0, -1.9, 23, 1, -6, -3.7
COc1ccc(N(C(=O)c2snc(C(N)=O)c2N)C(C(=O)NC2CCCC2)c2cccs2)c(OC)c1 (stereo unspecified)
  -35, -3, 2, 0, -1.1, -4, -12, 0, -1.3

Compound profiles, from the list above. Order of screens: DNA FID counter | IDE act | M18AAP inhibitor | UBC9 SUMO inh | IMP-1 inh | HCV NS3 hel inh | p-CIP stab down | IDE inh | VIM-2 inhibitor
`Fc1ccccc1N1CCN(C2CCN(Cc3c[nH]c4ccccc34)CC2)CC1` reads / | 1 | / | 11 | / | / | -10 | 1 | /
`O=C(Cn1c(=O)c2cccn2c2ccc(F)cc21)N1CCN(c2ccc(F)cc2)CC1` reads -38 | 4 | 0 | 6 | -2.8 | -1 | -10 | 5 | -5.5
`CCOC(=O)c1ccc(NC(=S)NC2CCCC2)cc1` reads -3 | 4 | 3 | -4 | -3.8 | -1 | 6 | -1 | -1.8
`O=c1oc(-c2cccs2)nc2sc3c(c12)CCCCC3` reads -4 | 1 | 5 | 25 | -3.0 | 2 | -104 | 1 | -3.0
`O=C1C=C(c2ccccc2)CC(/C=C/c2ccccc2)C1` (stereo unspecified) reads -7 | 3 | 6 | -26 | -1.4 | 9 | 1 | -3 | -6.5

(cont.)
The line under a structure holds: DNA FID counter, IDE act, M18AAP inhibitor, UBC9 SUMO inh, IMP-1 inh, HCV NS3 hel inh, p-CIP stab down, IDE inh, VIM-2 inhibitor
CCC(Oc1ccccc1)C(=O)Nc1nnc(S(=O)(=O)N2CCCCC2)s1 (stereo unspecified)
  -44, 3, 3, -3, -3.0, -4, 1, -3, -2.9
CCN(CC(=O)Nc1ccccc1Br)Cc1nc2ccccc2c(=O)[nH]1
  -24, 4, -10, 11, -2.3, -9, 1, 3, -6.9
CCOc1ccc2c(c1)C(c1ccc(C)cc1)=NNC(c1ccc(OC)cc1)=N2
  -9, 2, -15, 22, 1.9, -10, -3, 3, -3.0
CCOC(=O)N1CCN(S(=O)(=O)c2ccc(OC)c(Cl)c2Cl)CC1
  -15, 1, -5, -9, -1.9, -7, -10, 6, 0.1
O=C(Nc1ccc(Br)cc1)C1CC=CCC1C(=O)OCC1CCCO1 (stereo unspecified)
  2, 1, 11, 5, -5.0, -1, -11, -9, -0.5
O=C(Cn1cc(C(F)(F)F)ccc1=O)N1CCN(S(=O)(=O)c2ccccc2)CC1
  -3, -2, -12, -2, -5.3, -5, 1, 5, -0.1
O=C(Nc1cccc2ccccc12)N1CCN(c2ccccc2)CC1
  1, 3, -2, 6, -3.5, 2, -22, 1, -1.2
COc1ccc(C(=O)NC2CCCCC2)cc1S(=O)(=O)N1CCCC1
  -11, 3, -4, 6, -1.2, 1, -8, 6, -2.0
O=C1c2cccc3c(O)ccc(c23)C(=O)N1Cc1ccco1
  -11, 30*, 10, 42, 21*, 22, -382, /, 18*
O=c1[nH]ncc2c3ccccc3n(Cc3cccc(Cl)c3)c12
  -6, -5, 6, 2, -2.6, 21, -5, -9, -1.3
O=C(O)c1cccc(Nc2ncnc3ccccc23)c1
  -1, 2, 1, 6, -2.6, -18, -2, -1, -2.5
CCC(C(=O)Nc1cccnc1)c1ccccc1 (stereo unspecified)
  0, 7, -4, 12, 0.2, -3, -4, -1, 1.2
CN(CCC#N)C(=O)COC(=O)/C=C/c1cccs1
  -10, -3, 2, -1, -0.6, 3, -4, 2, -3.1
CCn1ncc(/C=C/C(=O)NCc2cn(C)nc2C)c1C
  -2, 5, 3, 0, -3.0, -7, -18, 4, -1.6
CC(=O)C1=C(O)C(=O)N(CCc2c[nH]c3ccccc23)C1c1cccc(O)c1 (stereo unspecified)
  -6, 4, 13, 2, -0.4, 4, 2, 5, 3.1
Cc1ccc(S(=O)(=O)N2CCOC2CNC(=O)C(=O)NCc2ccc3c(c2)OCO3)cc1 (stereo unspecified)
  -34, 2, -2, -4, -4.5, -1, 0, 8, -2.6
CCOCC(=O)N1CCC(Cc2ccccc2)CC1
  -7, /, -7, 3, -3.9, 6, 1, 6, -1.9
O=[N+]([O-])c1cccc(-c2ccc(CN3CCCCC3)o2)c1
  11, 3, 0, 7, -1.0, 12, 0, 7, 0.5
O=S(=O)(NCCc1csc(-c2cccnc2)n1)c1cc(F)ccc1F
  -15, -3, 1, 9, -2.6, -8, -4, 4, -3.3
CCCCC[C@H]1CN(Cc2ccccc2)C(=O)[C@@H]1CC(=O)NCc1ccc(OC)cc1
  -38, -2, 2, -7, 0.0, -15, -11, -1, -0.3

Remaining list, next part:
The line under a structure holds: DNA FID counter, IDE act, M18AAP inhibitor, UBC9 SUMO inh, IMP-1 inh, HCV NS3 hel inh, p-CIP stab down, IDE inh, VIM-2 inhibitor
CSc1ccccc1OCc1cc(C(=O)N(C)Cc2ccc3nsnc3c2)no1
  -35, 1, 2, -11, 0.6, -7, 4, 4, -0.8
COc1ccc(S(=O)(=O)N2CCCN(C)CC2)cc1
  -6, 0, -2, 7, -2.2, 4, -3, 2, -2.3
COc1ccc(-c2cc(C(F)(F)F)c(C#N)c(SCC(=O)O)n2)cc1OC
  -19, /, -1, 32, -3.9, 19, -8, -5, -1.6
Cc1sc2ncnc(OCC(=O)N3CCN(S(=O)(=O)c4ccccc4)CC3)c2c1C
  -16, -9, 5, -4, -3.4, 4, -12, 5, -2.7
CC(c1nnc(Sc2nnnn2-c2ccccc2)n1-c1ccc(F)cc1)N(C)C (stereo unspecified)
  -8, -3, 2, 27, -2.9, -1, -7, 5, -0.8
Cc1ccc(S(=O)(=O)c2nc(S(C)(=O)=O)sc2N2CC(C)OC(C)C2)cc1 (stereo unspecified)
  -27, -2, 2, 2, -4.9, -3, 0, 7, -3.5
CC(O)c1nc2ccccc2n1C/C=C/c1ccccc1 (stereo unspecified)
  -14, 3, 10, 3, 1.3, 6, -23, 4, -4.2
O=c1c2cc(Cl)ccc2[nH]c(=S)n1Cc1ccccn1
  -2, 2, 2, 12, -4.9, -2, -7, 9, -2.7
CN(C)S(=O)(=O)c1ccc(-c2csc(-c3cccnc3)n2)cc1
  -9, -1, -13, 18, -1.0, 8, -7, 3, 3.1
O=C(CC1CS(=O)(=O)CC1CC(=O)Oc1ccccc1F)Oc1ccccc1F (stereo unspecified)
  -13, 5, 5, 62, -1.6, 2, -1, 8, -4.0
Cc1ccc(C(=O)CSc2nc(C)cc(=O)[nH]2)cc1
  -7, -3, -9, -21, -2.5, 4, -1, 11, -1.6
CC(=NCCc1ccccc1)C1=C(O)C(c2ccccc2)OC1=O (stereo unspecified)
  -10, 7, 4, -1, -4.2, -2, -9, 3, -1.3
